KB-3-1 cytotox: kills parental KB-3-1 adenocarcinoma cells | KB-3-1 viability, CellTiter-Glo ATP luminescence, 72 h | AID 1347075 | actives 1.4% (n = 400,000) | Potency, µM (highest dose often 46.1 µM), for the others: at the highest dose activity change, negative = cytotoxic, most hits filed as cytotoxic; note: potency is the fitted concentration of half-maximal effect; % is set by controls: 0 for no effect and ±100 for the full control effect; nearly all actives have a fitted effect of over 60% in size
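Parental KB-3-1 viability, qHTS format: 72 h compound exposure, 37 °C; CellTiter-Glo; media-only wells and DMSO plates as controls; concentration-effect fits on corrected data.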
MCF10A rereplic: DNA re-replication induction in MCF 10a cells; MCF 10A DNA re-replication, Hoechst nuclear intensity, 48 h; Potency, µM (doses to about 46.1 µM), for inactives: top-dose activity, positive = re-replication, actives largely listed as activators; actives 2.9% (n = 350,000); AID 624296; note: potency is the fitted concentration of half-maximal effect; % of control where 0% means no effect; nearly all actives have a fitted effect of over 50% in size
HT1080-NT tox: kills 2HG-producing HT-1080-NT fibrosarcoma cells; actives 1.6% (n = 360,000); HT-1080-NT fibrosarcoma viability, CellTiter-Glo ATP luminescence, 48 h; Potency, µM (series often up to 46.1 µM), for the others: top-dose activity, negative = less viability, actives largely listed as cytotoxic;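 note: NT is the 2HG producing partner of a matched IDH1 knockdown line; potency is the fitted concentration of half-maximal effect; 0% = DMSO-treated cells and -100% = media-only wells without cells; nearly all actives have a fitted effect of over 55% in size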
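Viability by CellTiter-Glo luminescence after 48 h compound exposure at 37C of HT-1080-NT cells (750/well, RPMI, 5% FBS). % activity scaled between DMSO wells and medium-only wells, then curve-fitted and categorized by curve class.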
ATXN2 expr inh: inhibitors of ATXN2 expression; actives 0.72% (n = 360,000); AID 1745845; Potency, µM (highest dose often 57 µM), inactives show at the top dose activity change, negative = inhibition, usual class: inhibitors; HEK-293 ATXN2-luciferase reporter, luminescence, 24 h; note: potency is the fitted concentration of half-maximal effect; % is set by controls: 0 for no effect and ±100 for the full control effect; nearly all actives have a fitted effect of over 55% in size
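qHTS (up to 57 uM final) was run with 24 h compound exposure of reporter cells at 37 °C. Each well was multiplexed: SteadyGlo luminescence measured ATXN2-luciferase expression after a fluorogenic Gly-Phe-AFC viability readout (25 uM final).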
HT1080 IDH1KD tx: toxicity to HT-1080 IDH1 knockdown cells (counter line) | HT-1080 IDH1 knockdown viability, ATP luminescence, 48 h | Potency, µM (highest dose often 46.1 µM), for the others: at the highest dose activity, negative = toxicity, hits mostly cytotoxic | actives 2% (n = 360,000) | AID 686971;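 note: potency is the fitted concentration of half-maximal effect; 0% = DMSO wells and -100% = cell-free medium wells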
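Viability of IDH1-knockdown HT-1080 fibrosarcoma cells was assessed by CellTiter-Glo after 48 h at 37 °C with titrated compound; concentration-effect curves were classified by fit quality and response size.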
IL1B secr inh: inflammasome signaling inhibition, IL-1 beta readout; THP-1 LPS/ATP IL-1B secretion, AlphaLISA, 16 h; active compounds read low; activity change, % at 57.5 µM; actives 4.7% (n = 360,000); in the data active = activity change below about -50%; inconclusive = mostly about -30% to -49%; note: % is set by controls: 0 for no effect and ±100 for the full control effect
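Secreted IL-1B measured by AlphaLISA bead assay after 16 h compound exposure of THP-1 cells; compounds (final up to 57.5 uM) added 1 h before LPS (250 ng/mL) and ATP (1.25 mM) stimulation; lower signal means less secretion.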
S2 tox: cell viability loss in ATXN counter-screen | S2 cells (HEK-293 line with an ATXN2-luciferase reporter) viability, CellTiter-Fluor protease fluorescence, 24 h | Potency, µM (titrated, usually from 56.7 µM), actives largely listed as cytotoxic | actives 0.49% (n = 400,000) | AID 651635; note: potency is the fitted concentration of half-maximal effect; nearly all actives have a fitted effect of over 40% in size
SW480 rereplic: DNA re-replication induction in SW480 cells | SW480 DNA re-replication, Hoechst DNA content imaging, 48 h | Potency, µM (highest dose often 46.1 µM), for inactives: top-dose re-replication activation, usual class: activators | actives 1.8% (n = 340,000) | AID 624297; note: potency is the fitted concentration of half-maximal effect; % of control where 0% means no effect; nearly all actives have a fitted effect of over 55% in size
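Readout is total intensity of Hoechst-stained nuclei, excited at 405 nm and collected at 500-530 nm. Compound treatment lasted 48 hr at 37 C in 5% CO2 before staining.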
HepG2 viability: HepG2 cytotoxicity, counter-screen for TGF-b inhibitors; HepG2 CAGA-GFP viability, ATP luminescence, 18 h; Potency, µM (titrated, usually from 46.1 µM), inactives show top-dose activity change, negative = cytotoxicity, usual class: cytotoxic; actives 0.76% (n = 410,000); AID 588856; note: potency is the fitted concentration of half-maximal effect; some results filed as inactive show a strong effect at the top dose
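CellTiter-Glo luminescence gave cytotoxicity after 18 hours at 37 degrees C. The cells were HepG2 CAGA-GFP in 1% FBS DMEM, stimulated with 500 pg/mL TGF-beta after compound addition. %Activity was normalised to no-cell wells (complete cell-killing) and DMSO (no toxicity), and curves were fitted and classified.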
Active calls of the source: *; i = inactive; ? = inconclusive; · = no result given; & = joins results of further samples; [ ] = another dose, or the depositor's remark. Unless noted, calls come from the whole dose curve; as a rule, active = well fitted curve in the direction sought with a large enough effect; inconclusive = small, poorly fitted or top-dose-only effect, or another doubt; inactive = no such curve, though single readings can be large; an effect the other way counts as inactive or inconclusive.

#	SMILES	KB-3-1 cytotox	MCF10A rereplic	HT1080-NT tox	ATXN2 expr inh	HT1080 IDH1KD tx
1	O=C(COc1ccc(Br)cc1Br)NC1CCCC1	-29%	-6%	?	-17%	-14%
2	CC(C)(C)n1ncc2c(=O)n(CC(=O)N3CCCC3)cnc21	?	-4%	7%	-6%	7%
3	CCOc1ccc(NC(=O)c2c(NC(=O)c3ccncc3)sc3c2CCC(C(C)(C)C)C3)cc1 (configuration not stated)	-19%	·	·	5%	·
4	Nc1[nH]nc2nc(N3CCCC3)nc(-c3ccccc3)c12	-17%	9%	-4%	3%	-8%
5	CSCCC(C(=O)Nc1c(C)cccc1C)N1CCC(Cc2ccccc2)CC1 (configuration not stated)	-21%	·	?	-17%	?
6	Cc1nn(C)cc1C=NCCOCc1ccccc1	3%	0%	13%	-5%	9%
7	O=C(NCc1ccccc1Br)c1ccco1	7%	-16%	12%	-6%	-1%
8	Cc1ccc(C(=O)Nc2nnc(S(=O)(=O)N3CCCCCC3)s2)cc1	0%&14%	0%	-5%	5%&12%	2%
9	Cc1n[nH]c(C)c1S(=O)(=O)N1CCCC(C(=O)NC2CCCCC2)C1 (configuration not stated)	-10%	-6%	2%	3%	2%
10	CCc1nnc(NC(=O)CCC(=O)N2CCN(Cc3cc(Cl)ccc3OC)CC2)s1	6%	-2%	-9%	7%	-1%
11	COc1ccc(S(=O)(=O)N(C)CC(=O)N2CCCCC2)cc1Cl	13%	0%	9%	0%	1%
12	O=C1CSC(c2ccc([N+](=O)[O-])cc2)N1C1CCCCC1 (configuration not stated)	?	-17%	-28%	-13%	-10%
13	O=C(Nc1ccccc1)P(=O)(O)c1ccccc1	6%	-2%	11%	2%	11%
14	Cc1cc(C)cc(OCC(=O)NNC(=O)c2ccccn2)c1	?	-3%	?	·	-27%
15	Cc1ccc(-n2nc3c(c2NC(=O)/C=C\c2ccc4c(c2)OCO4)CSC3)cc1	?	12%	8%	2%	4%

#	IL1B secr inh	S2 tox	SW480 rereplic	HepG2 viability
1	-22	i	?	-23%
2	1	i	16%	8%
3	·	i	·	-46%
4	-4	i	-3%	-3%
5	-25	i	·	-33%
6	11	?	-2%	-10%
7	-5	i	-5%	9%
8	-26	i	-1%	-13%&-21%
9	2	i	10%	4%
10	13	i	0%	-4%
11	1	i	0%[9.22 µM]	5%
12	25	i	-2%	-2%
13	1	i	0%	2%
14	103	?	-4%	-10%
15	-23	i	-8%	0%

(cont.)
#	SMILES	KB-3-1 cytotox	MCF10A rereplic	HT1080-NT tox	ATXN2 expr inh	HT1080 IDH1KD tx
16	COc1ccc(/C=C(/NC(=O)c2ccccc2)C(=O)NCCCn2ccnc2)cc1OC	10%	-3%	1%	-4%	11%
17	CCCN(Cc1ccccc1)C(=S)Nc1cccc(C(F)(F)F)c1	-2%	?	-25%	·	-19%
18	N#Cc1c(N)c(C#N)c(-c2ccc3c(c2)OCO3)c2c1CCCC2	-12%	18%	9%	-7%	6%
19	Cc1cc(=O)oc2c3c(cc(OCC(=O)NCC(=O)N[C@H](C(=O)O)C(C)C)c12)OC(C)(C)CC3	-6%	0%	7%	4%	-2%
20	CC(C(=O)Nc1ccc(O)cc1)c1cccc(C(=O)c2ccccc2)c1 (configuration not stated)	?	?	-9%	-35%	-23%
21	O=C(CN1C(=O)NC2(CCCC2)C1=O)Nc1ccc(Cl)cc1F	3%	1%	2%	3%	1%
22	O=C(NCc1ccco1)c1ccc2c(c1)C(=O)N(C1CCCCC1)C2=O	0%	-186%[0.0737 µM]	-7%	0%	-3%
23	O=C(Cc1ccccc1)N1CCc2ccccc21	1%	7%	-3%	23%	-3%
24	COc1ccc2[nH]c(=O)c(CN(CCO)S(=O)(=O)c3ccc4c(c3)OCCO4)cc2c1	0%	8%	3%	25%	19%
25	COc1ccc(OC)c(CC(NC(C)=O)C(=O)NC2CCN(c3nc(OC)nc(OC)n3)CC2)c1 (configuration not stated)	2%	?	13%	-29%	0%
26	Cc1ccc(NC(=O)CSc2nnc(N)s2)c(C)c1	-5%	·	·	-3%	·
27	COc1ccc(-c2cc3nc(NCCCN(C)C)n(C)c(=O)c3s2)cc1OC	2%	·	-28%	-10%	2%
28	O=C(NCCO)c1cccc(-c2cccc3nncn23)c1	0%	·	3%	1%	19%
29	Cc1cn([C@H](C(=O)NCCCCCCCCCCC(=O)N2CCN(C(=O)OC(C)(C)C)CC2)[C@@H](C)O)nn1	-16%	?	-3%	?	-7%
30	O=C(CCNS(=O)(=O)c1ccccc1)OCC(=O)c1ccc(F)cc1	7%	9%	4%	2%	2%

#	IL1B secr inh	S2 tox	SW480 rereplic	HepG2 viability
16	6	i	-8%	10%
17	-2	i	-1%	16%
18	21	i	-2%	6%
19	8	i	-10%	10%
20	-51*	i	?	-2%
21	0	i	-1%	-12%
22	-8	i	3%	-16%
23	-14	i	-5%	-9%
24	-17	i	1%	-4%
25	3	i	-28%	6%
26	·	i	·	1%
27	-15	i	·	11%
28	11	i	·	-19%
29	32	?	-6%	-17%
30	5	i	-3%	2%

Next entries:
#	SMILES	KB-3-1 cytotox	MCF10A rereplic	HT1080-NT tox	ATXN2 expr inh	HT1080 IDH1KD tx
31	COc1cccc(CNc2nc(SC)ncc2CO)c1	?	11%	-7%	6%	-5%
32	CC(=O)Nc1ccc(OCC(O)CN2CCN(c3cccc(Cl)c3)CC2)cc1 (configuration not stated)	-5%	25%	0%	-4%	-4%
33	NC(=O)C1CCN(C(=O)c2cccc(S(=O)(=O)N3CCCC3)c2)CC1	-1%	-1%	-1%	-5%	-4%
34	CN(Cc1ccc(Cl)cc1Cl)C(=O)CCNC(=O)c1ccco1	0%	12%	2%	·	4%
35	Cc1ccc(SCC(=O)OCC(=O)N(CCC#N)c2ccccc2)cc1C	?	0%	12%	4%	18%
36	CC(=O)N1CCN=C1SCc1ccc(C)cc1	11%	-5%	0%	8%	12%
37	CCOC(=O)c1cnc2cc(F)c(F)cc2c1Nc1ccccc1O	1%	·	·	1%	·
38	C1=C(c2ccccc2)Nc2ncnn2C1c1ccccc1 (configuration not stated)	21%	3%	1%	6%	8%
39	CCn1c2ccccc2c2cc(NC(=O)CC(C)=O)ccc21	-9%	?	6%	-5%	-4%
40	CCOC(=O)c1cc(OC)c2cccc(CN3CCC(C)(C(=O)NCCOC)C3)c2c1 (configuration not stated)	0%	·	-1%	-8%	-3%
41	CCOC(=O)c1c(NC(=O)C2C3C=CC(C3)C2C(=O)O)sc2c1CC(C)(C)OC2 (configuration not stated)	1%	-1%	-1%	-22%[11.3 µM]	19%
42	O=C1NC[C@H](Cc2ccccc2)N(C[C@H]2CCCN2C[C@H](Cc2ccccc2)N2C[C@H](Cc3ccccc3)N(CC3CCCCCC3)C(=O)C2=O)C1=O	?	?	?	?	?
43	CCCS(=O)(=O)c1nc(S(=O)(=O)c2ccc(C)cc2)c(N2CCC(C)CC2)s1	5%	3%	3%	5%	-1%
44	C#CCn1cc2c(c1-c1ccccc1)c(=O)n(C)c(=O)n2C	-1%	·	8%	-8%	1%
45	Cc1ccccc1CN1CCN(C(=O)c2ccc(F)cc2)CC1	-2%	22%	1%	-10%	9%

#	IL1B secr inh	S2 tox	SW480 rereplic	HepG2 viability
31	57	i	2%	-19%
32	1	i	-3%	2%
33	21	i	-3%	-1%
34	11	i	-6%	-2%
35	12	i	-6%	1%
36	-11	i	-8%	9%
37	·	i	·	3%
38	21	·	12%[9.22 µM]	-20%
39	0	?	-40%[inhibitor]	4%
40	12	i	·	-9%
41	21	i	-11%	-2%
42	-69*	18µM*	?	-70%
43	0	i	?	-1%
44	17	i	·	30%
45	?	i	-5%	-1%

The listing continues:
#	SMILES	KB-3-1 cytotox	MCF10A rereplic	HT1080-NT tox	ATXN2 expr inh	HT1080 IDH1KD tx
46	CCOC(=O)c1[nH]ncc1CN1CCN(Cc2ccc(C)cc2)C(CCO)C1 (configuration not stated)	0%	-1%	8%	-4%	24%
47	CC(NC(=O)c1ccc2c(c1)OCCO2)C(=O)O (configuration not stated)	-6%	?	22%	8%	-3%
48	N#Cc1nc(Cc2ccccc2)oc1N1CCC(Cc2ccccc2)CC1	-23%	-5%	-7%	2%	-8%
49	Cn1c(=O)[nH]c(=O)c2c1nc(N1CCN(c3ccccc3)CC1)n2CCSc1ncccn1	8%	5%	0%	-1%	0%
50	CCN(Cc1ccccc1)C(=O)COC(=O)c1cnc(C)cn1	-8%	?	1%	-6%	-2%
51	CCNC(=S)Nc1ccc(N2CCCCC2)cc1	1%	0%	16%	4%	17%

#	IL1B secr inh	S2 tox	SW480 rereplic	HepG2 viability
46	0	i	-47%[inhibitor]	12%
47	23	i	-10%	2%
48	-8	i	6%	-13%
49	-7	i	-3%	-16%
50	0	i	-48%[inhibitor]	1%
51	7	i	-6%	-9%

Assay outcomes as filed in PubChem.
